Screening data: PubChem, National Center for Advancing Translational Sciences (NCATS)
ELG1 DNA repair: inhibitors of ELG1-dependent DNA repair in HEK293T cells | AID 504467 | Potency, µM (highest dose often 46.1 µM), inactives show top-dose activity change, negative = inhibition, most hits filed as inhibitors | HEK293T ELG1-luciferase reporter, luminescence, 16 h; DNA damage induced by 5-fluorouridine | 330,000 tested, 2.3% active; note: potency is the fitted concentration of half-maximal effect; % is set by controls: 0 for no effect and ±100 for the full control effect; nearly all actives have a fitted effect of over 55% in size
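DMSO vehicle served as the neutral condition. Each well held 2,000 cells given 5-fluorouridine plus compound; after 16 hr at 37 °C/5% CO2, ONE-Glo was added and luciferase measured 30 min later.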
NPC1 promoter act: activates the NPC1 promoter; Huh7 NPC1 promoter luciferase reporter, 24 h; Potency, µM (doses to about 9.22 µM), without a hit: at the highest dose activation, most hits filed as activators; 320,000 tested, 2.4% active; AID 485313;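 note: potency is the fitted concentration of half-maximal effect; % of control where 0% means no effect; nearly all actives have a fitted effect of over 60% in size; reporter is driven by a mutant NPC1 promoter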
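Luminescence read-out of NPC1 promoter-driven luciferase in stably transfected Huh7 cells; compounds delivered in DMSO and left 24 h at 37C, 5% CO2, qHTS titration format.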
MBNL1-CUG inh: inhibitors of human MBNL1 binding to CUG repeat RNA; Q9NR56; TR-FRET MBNL1-His/biotin-(CUG)12 binding, 665/545 ratio; Potency, µM (highest dose often 57.5 µM), without a hit: at the top dose activity change, negative = inhibition, actives largely listed as inhibitors; 280,000 tested, 0.036% active; active = well fitted inhibition curve with a large enough effect in the signal ratio, with a control signal flat, not every such curve was filed as active; inconclusive = small, poorly fitted or top-dose-only effect, or effect the other way, or a change in a side signal; inactive = no such curve, though single readings can be large or run the other way; the % refers to the signal ratio; note: potency is the fitted concentration of half-maximal effect; % is set by controls: 0 for no effect and ±100 for the full control effect
Target sequence (Q9NR56 whole entry, looked up): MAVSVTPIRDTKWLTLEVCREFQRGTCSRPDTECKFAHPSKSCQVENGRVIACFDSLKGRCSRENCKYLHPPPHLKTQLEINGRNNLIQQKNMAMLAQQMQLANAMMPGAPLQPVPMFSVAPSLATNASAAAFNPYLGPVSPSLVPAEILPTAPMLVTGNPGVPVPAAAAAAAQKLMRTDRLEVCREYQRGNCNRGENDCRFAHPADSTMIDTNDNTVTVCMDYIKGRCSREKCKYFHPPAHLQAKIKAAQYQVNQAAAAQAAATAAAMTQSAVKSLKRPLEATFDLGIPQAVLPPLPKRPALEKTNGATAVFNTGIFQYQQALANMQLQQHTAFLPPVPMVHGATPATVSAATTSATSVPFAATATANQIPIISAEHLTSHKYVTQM
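His-tagged MBNL1 binding to biotinylated (CUG)12 RNA was measured by TR-FRET using terbium anti-His antibody (0.055 ng/ul final) and streptavidin-XL665 (5 nM final). Compounds were titrated 92 nM to 58 uM; 60 min at room temperature.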
Mito fusion yeast: inhibitors of mitochondrial division or activators of mitochondrial fusion | S. cerevisiae fusion-defective mutant growth rescue, CellTiterGlo 48 h | Potency, µM (doses to about 46.1 µM), inactives show at the highest dose growth rescue (activation), most hits filed as activators | 320,000 tested, 0.23% active | AID 485298;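 note: potency is the fitted concentration of half-maximal effect; % of control where 0% means no effect; nearly all actives have a fitted effect of over 45% in size; temperature-sensitive fusion mutants such as fzo1-1 at 37 °C on non-fermentable ethanol glycerol medium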
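Yeast fusion mutant, YPEG (non-fermentable carbon), compound, 48 h at 37C non-permissive; CellTiterGlo added, 10 min RT, luminescence read. Rescued growth = division inhibition.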
Rab9 promoter act: activators of Rab9 promoter. Huh7 Rab9 promoter-luciferase reporter, luminescence, 24 h. Potency, µM (top dose mostly 9.22 µM), for the others: at the top dose activation, negative = inhibition, most hits filed as activators. 320,000 tested, 2.8% active; note: potency is the fitted concentration of half-maximal effect; % of control where 0% means no effect; nearly all actives have a fitted effect of over 60% in size
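Rab9 promoter-driven luciferase in stably transfected Huh7 cells; 1500 cells/well rested 2 h, exposed to compound in DMSO for 24 h at 37 °C, 5% CO2. Luminescence read 10 min after adding luciferase reagent at ambient temperature.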
PKM2 activator: PKM2 (human) enzyme activation; P14618; 260,000 tested, 0.34% active; purified PKM2, Kinase-Glo ATP luminescence, activation; response scale: 0% is enzyme alone, no compound; Potency, µM (top dose mostly 57.5 µM), without a hit: at the highest dose activation, hits mostly activators; note: potency is the fitted concentration of half-maximal effect; % is set by controls: 0 for no effect and ±100 for the full control effect; nearly all actives have a fitted effect of over 55% in size
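ATP formation by purified human PK-M2, quantified via coupled luciferase luminescence after 1 h at room temperature with 0.1 mM ADP and 0.5 mM PEP final.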
FLuc modulator: firefly luciferase modulation, counter-screen for miR-21 project; P08659; purified FLuc, Km substrates, luminescence inhibition; Potency, µM (top dose mostly 57.5 µM), without a hit: at the highest dose activity change, negative = inhibition, usual class: inhibitors; 360,000 tested, 6.9% active;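 note: potency is the fitted concentration of half-maximal effect; plate controls were vehicle for no effect and reference inhibitor for full effect; nearly all actives have a fitted effect of over 55% in size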
Target sequence (P08659 whole entry, looked up): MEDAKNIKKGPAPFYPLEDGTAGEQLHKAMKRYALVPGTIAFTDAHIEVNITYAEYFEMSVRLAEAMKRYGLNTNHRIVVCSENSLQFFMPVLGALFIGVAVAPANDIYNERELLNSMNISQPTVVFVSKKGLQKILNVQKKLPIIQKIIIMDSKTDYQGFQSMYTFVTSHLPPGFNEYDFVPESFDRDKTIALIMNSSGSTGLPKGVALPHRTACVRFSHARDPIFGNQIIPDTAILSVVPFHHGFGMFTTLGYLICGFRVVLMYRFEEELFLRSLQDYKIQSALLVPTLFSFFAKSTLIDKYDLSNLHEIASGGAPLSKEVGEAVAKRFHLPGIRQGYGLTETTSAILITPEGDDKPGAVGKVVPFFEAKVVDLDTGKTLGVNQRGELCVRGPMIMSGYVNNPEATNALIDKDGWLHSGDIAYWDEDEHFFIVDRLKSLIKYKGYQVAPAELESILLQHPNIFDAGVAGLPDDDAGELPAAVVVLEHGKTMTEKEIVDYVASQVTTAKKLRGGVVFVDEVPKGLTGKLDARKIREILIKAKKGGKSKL
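Purified P. pyralis luciferase (10nM final) with 10uM D-luciferin and 10uM ATP (Km levels) in 50mM Tris acetate pH 7.5, 10mM Mg acetate, 0.01% Tween-20, 0.05% BSA; qHTS 6-point titration, ~60 µM downward; luminescence read.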
RORgamma inh: inhibitors of mouse ROR gamma transcriptional activity; Potency, µM (doses to about 53.6 µM), for the others: top-dose activity change, negative = inhibition, most hits filed as inhibitors; AID 2551; Drosophila S2 Gal4-RORgamma UAS-luciferase reporter, 20 h; P51450; 310,000 tested, 5.4% active; note: potency is the fitted concentration of half-maximal effect; % is set by controls: 0 for no effect and ±100 for the full control effect; nearly all actives have a fitted effect of over 60% in size
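Schneider cells (Drosophila), stable Gal4 DBD–ROR gamma + UAS-luc; 1 hr cmpd preincubation; Cu2+ induction 700 uM final; 20 hr ambient; luminescence.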
KCNH2 3.1 inh: inhibitors of human KCNH2 3.1 potassium channel isoform; 340,000 tested, 0.95% active; U2OS KCNH2 3.1, thallium flux FluxOr; hits give low values; activity change, % (tested at about 1.8 µM);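 active = maximum activity change below -70%; inconclusive = maximum activity change from -70% to -50%; inactive = maximum activity change above -50%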;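 note: thallium influx rate constant from kinetic fluorescence after stimulation buffer; % is set by controls: 0 for no effect and ±100 for the full control effect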
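Kinetic fluorescence (2 min after stimulation buffer) measures Tl+ influx through KCNH2 3.1 expressed by viral transduction in U2OS cells; the rate constant is normalized against DMSO controls serving as positive and negative references.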
Gal4-VP16 FLuc: counter-screen for ROR gamma inhibitors: Gal4-VP16 reporter | Potency, µM (highest dose often 53.6 µM), inactives show at the highest dose activity, negative = inhibition, actives largely listed as inhibitors | 310,000 tested, 3.5% active | Drosophila S2 Gal4-VP16 UAS-luciferase, luminescence, 20 h;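 note: Gal4-VP16 expression switched on by copper sulfate through the metallothionein promoter; potency is the fitted concentration of half-maximal effect; % is set by controls: 0 for no effect and ±100 for the full control effect; nearly all actives have a fitted effect of over 50% in size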
Menin MLL FP TR: displaces Texas Red mutant MLL peptide from human menin; Menin + Texas Red MLL mutant peptide, fluorescence polarization; O00255; 270,000 tested, 0.23% active; AID 1768; Potency, µM (highest dose often 61.6 µM), inactives show at the top dose FP activity change, negative = inhibition, actives largely listed as inhibitors; active = well fitted inhibition curve with a large enough effect in the polarisation, with a control signal flat, not every such curve was filed as active; inconclusive = small, poorly fitted or top-dose-only effect, or effect the other way, or a change in a side signal; inactive = no such curve, though single readings can be large or run the other way; the % refers to the polarisation; note: potency is the fitted concentration of half-maximal effect; % of control where 0% means no effect; many of its hits are not listed in these tables
* = called active by the depositor; ? = inconclusive; · = not tested or not shown; [ ] = dose if it differs, or a comment. Unless noted, calls come from the whole dose curve; as a rule, active = well fitted curve in the direction sought with a large enough effect; inconclusive = small, poorly fitted or top-dose-only effect, or another doubt; inactive = no such curve, though single readings can be large; an effect the other way counts as inactive or inconclusive. A portion of the library (hit frequency here may not be typical).

SMILES	ELG1 DNA repair	NPC1 promoter act	MBNL1-CUG inh	Mito fusion yeast	Rab9 promoter act	PKM2 activator	FLuc modulator	RORgamma inh	KCNH2 3.1 inh	Gal4-VP16 FLuc	Menin MLL FP TR
C#CCOCCOCCOCCNc1nc(N2CCOCC2)nc(N2CCN(C(=O)CCCCCCCCCCNC(=O)[C@@H]([C@H](C)O)n3cc(C)nn3)CC2)n1	?	6.4%	·	7.8%	-0.7%	·	-6.6%	·	·	·	·
Cc1ccc(S(=O)(=O)Oc2ccc(/C=C3/N=C(c4ccccc4)OC3=O)cc2)cc1	10.0%	-1.0%	-4.0%	2.3%	0.3%	-18.1%	-8.1%	15.0%	3.5	?	-10.7%
Cc1nn2c(N3CCN(C)CC3)cc(C(C)(C)C)nc2c1-c1ccccc1	9.8%	-6.6%	·	-25.7%	-1.7%	-5.1%	0.6%	?	3.8	?	·
CCOC(=O)C1(CC2CC2)CCN(S(=O)(=O)/C=C/c2ccccc2)CC1	-14.2%	-5.0%	-4.3%	17.4%	-3.7%	-1.6%	-0.8%	16.8%	9.7	-10.4%	-27.0%
COc1ccc(C2C(=O)N(C3CCCCC3)CC(=O)N2Cc2ccco2)cc1 (stereo unspecified)	-29.2%	-2.9%	1.4%	8.8%	-2.0%	-2.9%	0.0%	-5.1%[0.365 µM]	-2.1	·	-27.1%
O=C(COC(=O)/C=C/c1cccs1)Nc1nc(-c2cccc(Br)c2)cs1	?	16.3%	1.1%	2.1%	16.0%	-2.6%	-2.6%	34.5%	-28.8	-15.8%	·
Cc1cc(C(=O)N/N=C/C=C/c2ccc3c(c2)OCO3)n[nH]1	4.6%	1.0%	?	5.6%	5.7%	-2.0%	15.1µM*	?	-4.3	0.7%	20.8%
CC(=O)NCCCNS(=O)(=O)c1ccc(C)cc1	5.8%	-2.2%	-1.9%	-4.2%	4.3%	-0.4%	2.2%	3.6%	28.7	0.3%	14.5%
O=C(COC(=O)/C=C/c1ccccc1F)Nc1nnc(-c2ccccc2)o1	6.5%	5.7%	·	14.9%	-5.0%	·	-5.0%	·	65.4	·	·
COc1c(O)cccc1-c1nnn(CCC(=O)OCC(=O)c2ccccc2)n1	?	11.0%	-5.7%	-10.2%	15.1%	4.1%	?	-5.5%	6.3	-5.8%	1.8%
CN(C)/C=C(\C#N)C(N)=C(C#N)C#N	-9.2%	-3.3%	4.8%	-3.5%	-37.1%[inhibitor]	0.6%	-1.7%	-6.2%	0.0	-7.4%	7.9%
O=C(CSc1nnc(-c2ccccc2F)n1C1CCCCC1)N1CCCC1	-10.6%	-1.3%	-3.2%	3.8%	-4.1%	2.4%	-1.1%	3.2%	4.3	-4.5%	?
O=C(CCCOc1ccccc1)Nc1cccc(C(=O)O)c1	?	18.5%	-0.7%	-1.2%	27.6%	2.3%	15.1µM*	31.3%	11.7	-3.1%	4.3%
Cc1cccc(C(=O)Nc2ccc(C)c(OC(=O)c3cccc(C)c3)c2)c1	?	0.8%	-11.1%	0.3%	11.7%	-1.7%	-14.0%	15.9%	·	2.0%	29.2%
CCCCC(=O)Nc1cccc(NC(=O)c2ccc(Br)cc2)c1	-5.3%	4.2%	-0.2%	-2.4%	4.1%	-5.1%	-0.7%	20.5%	-8.8	8.3%	?
CC(=O)c1cccc(S(=O)(=O)N2CCC(C(=O)N(C)Cc3ccc(Cl)s3)CC2)c1	?	-1.5%	·	4.6%	-7.6%	·	1.2%	·	0.8	·	·
COc1ccc2c(=O)c3c(=O)n(Cc4ccco4)c(-c4ccccc4)nc3oc2c1	?	1.0%	-0.1%	?	-0.3%	16.7%	0.4%	-19.7%	-1.1	0.7%	-0.7%
CC(C)(C)C1CCC(=O)N(CCOc2ccccc2)CC1 (stereo unspecified)	?	?	-4.9%	-3.3%	?	-0.1%	?	4.5%	-0.1	3.8%	-11.2%
Cc1c(NC(=O)C(C)OC(=O)COc2cccc3c2OC(C)(C)C3)c(=O)n(-c2ccccc2)n1C (stereo unspecified)	7.2%	0.4%	4.5%	-2.1%	1.6%	-3.1%	5.3%	0.1%	20.2	1.1%	4.2%
O=C(COC(=O)/C=C/c1cccs1)Nc1ccc(F)cc1	-1.7%	4.5%	·	6.7%	-2.2%	·	5.1%	·	-1.7	·	·
Cc1onc(-c2ccccc2Cl)c1C(=O)NCC(=O)O	-2.7%	-4.4%	-1.3%	-1.3%	0.2%	-1.5%	0.3%	-5.4%	8.9	-5.6%	14.0%
CCc1ccc(-c2cc(C(=O)NN3CCOCC3)c3ccccc3n2)s1	?	1.4%	28.3%	0.4%	1.0%	1.0%	7.57µM*	23.2%	-10.2	-4.2%	6.7%
Cc1nn(Cc2ccccc2)c(C)c1NC(=O)CCCn1nc([N+](=O)[O-])cc1C	-17.1%	-21.8%	·	0.5%	0.7%	1.0%	-0.7%	5.6%	6.3	-4.2%	28.2%
CNCC(=O)Nc1ccc(OC(F)(F)F)cc1	21.8%	-1.9%	0.0%	-0.7%	-4.3%	-4.3%	-0.4%	5.5%	-5.4	-6.2%	-2.5%
COc1ccc(C(C(=O)NC2CCCC2)N(Cc2cccnc2)C(=O)c2snc(C(N)=O)c2N)cc1OC (stereo unspecified)	1.0%	-2.7%	10.2%	-0.4%	0.2%	·	4.7%	14.7%	13.9	10.0%	·
COc1ccccc1C(=O)Nc1ccc(C(=O)N2CCCC2)cc1	16.0%	2.4%	4.5%	-2.2%	-0.9%	-4.0%	?	1.1%	0.0	12.9%	·
Cn1c(CCN2CCN(c3ccccn3)CC2)nc2cc(NC(=O)COc3ccc([N+](=O)[O-])cc3)ccc21	10.4%	-2.7%	8.4%	-5.0%	-14.6%	0.0%	-0.4%	-0.8%	-2.9	11.0%	-0.1%
Cc1cc([N+](=O)[O-])ccc1NC(=O)/C=C/c1cccs1	1.4%	?	?	0.1%	?	-4.1%	?	?	-22.2	?	?
COC(=O)c1c(C(=O)OC)c2cc(C(=O)c3ccccc3)ccn2c1Cl	25.9µM*	1.3%	?	19.0%	5.8%	8.2%	?	?	-17.3	-1.2%	-10.1%
CC(=O)c1cnn(-c2ccc(Cl)cc2)c1C	2.0%	2.2%	-8.4%	3.6%	5.1%	0.7%	0.7%	42.4%	11.3	-1.2%	·
O=C(COC(=O)c1ccc2ncsc2c1)Nc1ccccc1Br	17.1%	-1.4%	·	3.9%	-0.5%	·	-5.9%	·	-12.3	·	·
COc1ccccc1N1CCN(C(=O)Cn2c(=O)oc3cc(S(=O)(=O)N4CCCC4)ccc32)CC1	-0.8%	-3.2%	-6.5%	0.6%	-0.1%	1.9%	6.7%	36.0%	13.7	-9.5%	8.1%
CCN(CC)S(=O)(=O)c1ccc(C(=O)NCC(=O)NCCCc2ccccc2)cc1	1.5%	-0.8%	-0.6%	17.8%	7.9%	·	2.8%	0.8%	-5.2	3.9%	-8.8%
CCOC(=O)NC(Nc1ccc(C)cn1)(C(F)(F)F)C(F)(F)F	1.6%	-5.5%	-7.2%	0.3%	1.2%	1.7%	-0.7%	-26.9%	14.5	-10.6%	-7.4%
CCc1ccccc1NC(=O)C(C#N)Cc1cccnc1 (stereo unspecified)	-15.4%	-0.1%	-5.1%	-4.2%	-5.9%	14.3%	0.3%	-1.1%	3.6	8.3%	-8.8%
CCOC(=O)N1CCN(S(=O)(=O)c2ccc3c(c2)oc(=O)n3C)CC1	9.7%	-2.6%	0.5%	-1.4%	1.5%	1.2%	1.0%	16.7%	1.9	11.7%	7.0%
CC1(C)CCCC2=C1CC1C(=O)N(O)C(=O)C1C2 (stereo unspecified)	0.9%	-2.9%	-7.8%	-0.4%	-2.5%	-5.0%	10.7%	0.3%	1.9	-1.0%	-5.6%
Cc1nn(-c2ccccn2)c2c1C(c1ccccn1)C1=C(CCCC1=O)N2 (stereo unspecified)	-8.8%	-0.1%	-0.6%	1.7%	-0.1%	-10.5%	7.3%	8.0%	·	-4.2%	-4.9%
COCCNC(=O)Nc1ccc2c(c1)N(C)C(=O)CS2	18.4%	0.6%	6.0%	-0.9%	-1.6%	-0.3%	-4.0%	-20.0%	3.6	-11.2%	-1.4%
CC(=O)C[C@@H](O)CC(=O)[C@H]1OC(=O)CCCCCCc2ccccc21	10.3%	-2.8%	·	-3.9%	-3.2%	·	0.2%	·	-0.7	·	·
